LGR2 antag – inhibitors of bursicon-induced Drosophila LGR2 receptor cAMP signaling. inhibition, % at 9.99 µM. AID 720647. HEK293 LGR2, CRE-luciferase, bursicon-stimulated, 4 h. 380,000 compounds, 0.35% hits;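 active = drop in luminescence signal, shown as inhibition above about 50% in the replicate tests, limit read from the data, passing the limit was not always enough; inconclusive = probably only some replicates passing the limit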;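 note: agonist challenge used bursicon conditioned medium at about half maximal strength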
PAX8 inh HTS – lowers PAX8-driven luciferase in RMG-I cells; RMG-I TPO-luciferase reporter, SteadyGlo, 24 h; inhibition, % at 12.6 µM; 360,000 compounds, 1.2% hits;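 active = mean replicate inhibition at least 60% with every replicate also reaching 60%; inconclusive = only one of the two criteria is met; inactive = mean below 60% and not all replicates reaching 60%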;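 note: luciferase light reporting Pax8 driven TPO promoter activity; plate controls were median of neutral control wells for no effect and mitoxantrone controls for full effect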
ARNT TACC3 PPI – ARNT/TACC3 interaction disruption; Q9Y6A5; 390,000 compounds, 0.66% hits; AID 623870; inhibition, % at 9.99 µM; AlphaScreen His-ARNT PAS-B/GST-TACC3 binding, luminescence; TACC3 fragment carries E629A point mutation;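 active = mean inhibition of replicates at least 50% and at least half of replicates each reaching 50%; inconclusive = half or more replicates reach 50% but mean below 50%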;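 note: 0% = complete ARNT plus TACC3 wells and 100% = ARNT alone without TACC3; many hits fall short of the cut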
CASP6 VEID inh – inhibitors of human caspase-6. P55212. purified caspase-6, Z-VEID-R110 cleavage fluorescence. inhibition, % at 12.5 µM. 350,000 compounds, 0.53% hits. AID 686996;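 active = mean inhibition across replicates at least about 35%, with every replicate also reaching that limit, limit read from the data; inconclusive = only one of the two criteria met; inactive = neither criterion met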;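 note: 0% = median of neutral control wells and 100% = no fluorescence left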
Target sequence (P55212 24-179 limits assumed): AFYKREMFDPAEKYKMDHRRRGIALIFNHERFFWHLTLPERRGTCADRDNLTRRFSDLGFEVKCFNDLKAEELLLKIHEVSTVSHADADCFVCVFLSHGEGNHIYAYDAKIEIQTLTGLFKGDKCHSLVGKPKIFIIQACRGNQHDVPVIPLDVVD
Target sequence (P55212 194-293 limits assumed): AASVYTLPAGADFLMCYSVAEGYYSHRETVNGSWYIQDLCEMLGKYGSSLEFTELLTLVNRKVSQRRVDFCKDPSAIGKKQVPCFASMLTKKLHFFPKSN
EWS-Fli inh – blocks EWS/Fli oncoprotein-driven transcription. inhibition, % at 12.6 µM. A673 NR0B1-luciferase reporter, viability-normalised. 350,000 compounds, 0.67% hits. AID 651661;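 active = mean inhibition of at least 50% after viability correction, with every replicate also passing that limit; inconclusive = mean reaches 50% but only one of two replicates passes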;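 note: firefly luciferase signal divided by Alamar Blue viability fluorescence both relative to DMSO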
SIRT5 inh – blocks human SIRT5 desuccinylation of peptide; Q9NXA8; Purified SirT5, succinyl-peptide AMC, trypsin-coupled fluorescence; inhibition, % at 15 µM; 330,000 compounds, 1.1% hits; in the data active = inhibition above about 15%; inconclusive = no clear call, values can overlap the other calls
Target sequence (Q9NXA8 whole entry, looked up): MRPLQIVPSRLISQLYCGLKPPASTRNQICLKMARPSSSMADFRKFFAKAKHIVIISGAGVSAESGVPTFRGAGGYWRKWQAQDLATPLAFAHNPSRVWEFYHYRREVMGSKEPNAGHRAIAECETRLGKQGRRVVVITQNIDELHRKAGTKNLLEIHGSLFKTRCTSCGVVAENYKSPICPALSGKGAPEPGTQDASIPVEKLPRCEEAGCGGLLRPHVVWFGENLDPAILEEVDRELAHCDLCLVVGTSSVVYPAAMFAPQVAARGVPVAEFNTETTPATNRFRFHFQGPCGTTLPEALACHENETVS
DENV2 CPE – inhibitors of DENV2 cytopathic effect; CPE inhibition, % at 9.99 µM; DENV2-infected cells, cytopathic effect rescue, plate reader; 350,000 compounds, 1.7% hits; in the data active = CPE inhibition above about 20%, passing the limit was not always enough; inconclusive = no clear call, values can overlap the other calls; tested in BHK-21 cells;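 note: 0% = median of neutral control wells and 100% = median of positive control wells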
The depositor's hits bear a star; ? = inconclusive; . = not tested or not shown.

SMILES | LGR2 antag | PAX8 inh HTS | ARNT TACC3 PPI | CASP6 VEID inh | EWS-Fli inh | SIRT5 inh | DENV2 CPE
COc1ccc(-c2nc(CS(=O)(=O)CC(=O)Nc3cccc(C(C)=O)c3)c(C)o2)cc1 | 10 | 3 | 2 | 4 | 9 | 0 | -2
Cn1c(=O)c2sccc2n(Cc2ccc(Br)cc2)c1=O | 13 | 0 | -2 | 0 | 5 | 1 | -3
C[C@H]1CN([C@@H](C)CO)C(=O)c2cccc(NC(=O)c3cnccn3)c2O[C@H]1CN(C)S(=O)(=O)c1cccs1 | -12 | . | -5 | 0 | -7 | 15 | 13
CCn1c(=O)n(CC)c2cc(N3CCCC3)c(NC(=O)c3ccccc3OC)cc21 | 19 | 52 | 0 | -2 | 18 | 0 | 0
O=C(C[n+]1cc(-c2ccc(F)cc2)n2c1CCC2)c1cccs1 | . | -140 | -5 | -2 | -77 | 0 | 10
COc1cccc(-c2cc3nc(NCc4ccccc4OC)n(C)c(=O)c3s2)c1 | -10 | 8 | . | -2 | -5 | -3 | -1
NNC(=O)CSc1nnnn1-c1ccccc1 | -7 | -5 | 4 | 0 | -2 | -7 | -2
Cc1cccc(CSc2nc3nc(C)cc(C)n3n2)c1 | -8 | 6 | -2 | 0 | -23 | -3 | 1
COCCN(Cc1cccs1)S(=O)(=O)c1csc(C(N)=O)c1 | 8 | -22 | -19 | -1 | -4 | 4 | -1
O=S(=O)(NCC1CCCN(Cc2ccccc2O)C1)c1cccc2cccnc12 (configuration not stated) | 0 | 7 | 0 | -2 | . | 1 | 10
COc1ccc(CCNC(=O)CNS(=O)(=O)c2ccc(N(C)C)c([N+](=O)[O-])c2)cc1OC | 12 | 39 | 8 | -1 | 8 | -4 | 4
O=S1(=O)CCN(Cc2ccccn2)CC1 | 11 | -8 | 17 | 0 | -2 | 0 | -5
Cc1sc2c(c1C)C(=O)/C(=C\Nc1ccccn1)S(=O)(=O)N2C | -2 | 7 | -6 | 2 | -3 | -2 | 5
COc1ccc(S(=O)(=O)N2CCOC2CNC(=O)C(=O)NCc2ccccn2)cc1OC (configuration not stated) | 10 | -6 | . | -8 | -6 | . | -4
COc1ccccc1-c1ccc2c(c1)O[C@H](CN(C)Cc1ccc3c(c1)OCO3)[C@@H](C)CN([C@H](C)CO)S2(=O)=O | 11 | 46 | 12 | 2 | 12 | 13 | -4
COc1cc(NC(=S)Nc2ccccn2)cc(OC)c1OC | -8 | -37 | . | 2 | 6 | 1 | 1
C[C@@H]1CN([C@@H](C)CO)C(=O)c2cc(NC(=O)Nc3ccccc3)ccc2O[C@H]1CN(C)CC1CCCCC1 | 4 | 0 | -3 | 1 | 1 | 2 | 2
Cc1ccc(-c2ccc([C@H]3[C@@H](CO)N4C(=O)CN(C(=O)c5cccnc5)C[C@@H]34)cc2)cc1 | 5 | 5 | . | 2 | 9 | -1 | -6
C/C(N)=C(/C#N)C(=O)COC(=O)C1CCN(C(=O)c2ccc(Cl)cc2)CC1 | 15 | -12 | -11 | 0 | 2 | 1 | -5
CC(C)c1ccc(/C=N/NC(=O)CCNC(=O)c2ccccc2)cc1 | -62 | -82 | 0 | 1 | -87 | 0 | -2
O=C(OCc1nc2ccccc2s1)c1ccco1 | -37 | 2 | -3 | -1 | -82 | 2 | 2
C[C@@H]1CN([C@H](C)CO)C(=O)Cc2cc(NC(=O)Cn3cnnn3)ccc2O[C@H]1CN(C)S(=O)(=O)c1ccccc1 | 1 | -6 | 7 | 1 | -9 | 7 | 16
CCN1[C@H](C(=O)NCc2ccncn2)[C@@H](CO)[C@@H]2Cn3c(ccc(-c4ccc(F)cc4)c3=O)[C@@H]21 | -6 | 10 | -17 | -1 | 7 | 3 | -2
CC(C)NC(=O)N1[C@H](CO)[C@@H]2c3ccccc3N(C(=O)c3ccncc3)C[C@@H]21 | 8 | -22 | 6 | 0 | 3 | 6 | ?
Cc1noc(C)c1S(=O)(=O)Nc1ccc2c(c1)C(=O)N([C@H](C)CO)C[C@H](C)[C@@H](CN(C)C(=O)CCCN(C)C)OCCCC[C@H](C)O2 | -19 | 3 | -8 | . | 0 | . | 79*

Given with tabs: 5 of the compounds above.
molecule	LGR2 antag	PAX8 inh HTS	ARNT TACC3 PPI	CASP6 VEID inh	EWS-Fli inh	SIRT5 inh	DENV2 CPE
COCCN(Cc1cccs1)S(=O)(=O)c1csc(C(N)=O)c1	8	-22	-19	-1	-4	4	-1
NNC(=O)CSc1nnnn1-c1ccccc1	-7	-5	4	0	-2	-7	-2
C[C@@H]1CN([C@H](C)CO)C(=O)Cc2cc(NC(=O)Cn3cnnn3)ccc2O[C@H]1CN(C)S(=O)(=O)c1ccccc1	1	-6	7	1	-9	7	16
Cc1cccc(CSc2nc3nc(C)cc(C)n3n2)c1	-8	6	-2	0	-23	-3	1
Cc1noc(C)c1S(=O)(=O)Nc1ccc2c(c1)C(=O)N([C@H](C)CO)C[C@H](C)[C@@H](CN(C)C(=O)CCCN(C)C)OCCCC[C@H](C)O2	-19	3	-8	.	0	.	79*

The list continues.
SMILES | LGR2 antag | PAX8 inh HTS | ARNT TACC3 PPI | CASP6 VEID inh | EWS-Fli inh | SIRT5 inh | DENV2 CPE
CCCC(O)C#Cc1cnc2c(c1)C(=O)N([C@H](C)CO)C[C@H](C)[C@H](CN(C)S(=O)(=O)c1ccccc1)O2 (some centres not stated) | -11 | 0 | -8 | 0 | -6 | -8 | 3
CS(=O)(=O)N1[C@@H]2Cn3c(ccc(-c4ccc(F)cc4)c3=O)[C@H]1[C@@H](C(=O)NCC1CC1)[C@@H]2CO | -12 | 2 | -1 | 1 | 1 | -28 | ?
CC=Cc1ccc2n(c1=O)C[C@@H]1[C@@H](CO)[C@H](C(=O)NC3CCC3)N(CCC(F)(F)F)[C@H]21 (mixture of isomers) | -10 | . | . | 1 | -40 | 0 | 3
O=C(O)c1ccccc1OCc1ccccc1Cl | 4 | 2 | -4 | 1 | -12 | -2 | 2
C[C@H]1CN([C@@H](C)CO)C(=O)CCCn2cc(nn2)CO[C@H]1CN(C)S(=O)(=O)c1ccc(-n2cccn2)cc1 | -12 | -7 | . | 1 | -3 | 3 | -3
CC(NC(=O)CCc1nnc(Cc2cccc(C(F)(F)F)c2)o1)C1CC1 (configuration not stated) | -43 | -71 | -3 | -1 | -55 | -9 | 0
O=C(/C=C/c1cc([N+](=O)[O-])ccc1OC(F)F)Nc1cccc([N+](=O)[O-])c1 | 15 | -10 | 1 | 7 | -5 | . | 0
CCCCN1C(=O)N(c2ccc(Cl)cc2)C(C)(O)CC1(C)C (configuration not stated) | 8 | 32 | -1 | -2 | 6 | 15 | 2
CC(=O)c1nc(N2C(=O)CC(Cc3cc(C)cc(C)c3)C2=O)sc1C (configuration not stated) | 0 | -20 | -2 | . | . | . | .
OC[C@@H]1[C@H](c2ccc(Br)cc2)[C@H]2CNCCCCN12 | -25 | -4 | 7 | -4 | 6 | 7 | ?
CC(C)c1ccc(N(CC(=O)NC2CCCCC2)C(=O)CCC(=O)Nc2ccccn2)cc1 | 6 | 4 | -7 | 3 | -7 | . | -7
Cc1cccc(-c2ccc([C@@H]3[C@H](CO)N4CCCCN(C(=O)c5ccc6c(c5)OCO6)C[C@@H]34)cc2)c1 | 3 | 28 | 6 | -4 | 14 | 6 | -34
CCCNC(=O)c1ccc2c(=O)n3c(-c4ccc(C)cc4)csc3nc2c1 | -6 | 5 | -3 | 8 | -3 | -4 | -8
O=C(C[C@@H]1CC[C@@H]2[C@H](COC[C@@H](O)CN2Cc2cccc(C(F)(F)F)c2)O1)NCc1ccccc1 | -1 | 17 | -9 | 0 | 0 | 1 | -1
COCC(C)NC(=O)CCSc1nc(-c2ccc(OC)cc2)cc(C(F)(F)F)n1 (configuration not stated) | -5 | . | . | -2 | . | -3 | .
C[C@H](CO)N1C[C@H](C)[C@@H](CN(C)Cc2ccc(C(F)(F)F)cc2)Oc2c(NC(=O)C3CC3)cccc2C1=O | -21 | . | -4 | 2 | 6 | 15 | -3
O=C(NC1CCCCC1)c1csnn1 | 8 | 0 | -4 | 0 | -7 | 2 | ?
COCCN(C[C@H]1N[C@H](CO)[C@@H]1c1ccccc1)C(=O)NC1CCCC1 | -4 | . | . | 0 | . | 3 | -7
C[C@@H]1CN([C@H](C)CO)C(=O)c2cccc(NC(=O)CCCCCC(=O)Nc3ccccc3N)c2O[C@H]1CN(C)Cc1ccc(Oc2ccccc2)cc1 | 3 | 72* | . | 1 | 21 | 28* | -13
C/C(=N\O)C(C)(C)Nc1cccc(F)c1 | 0 | 6 | -7 | 0 | 6 | 1 | 2
CCCCOC(=O)c1ccc(S(N)(=O)=O)o1 | -12 | 2 | 0 | . | . | . | .
CCNC(=O)C[C@H]1CC[C@H]2[C@H](COc3ccc(NC(=O)C4CCOCC4)cc3C(=O)N2C)O1 | -8 | -6 | -2 | -2 | 7 | 7 | -2
CCC(=O)Nc1ccccc1-c1nnn(CC(=O)N2c3ccccc3CC2C)n1 (configuration not stated) | 19 | . | -2 | 1 | . | -9 | -9
Cc1cc(C)cc(N2CC(C)Cn3c2nc2c3c(=O)[nH]c(=O)n2C)c1 (configuration not stated) | -1 | 24 | 0 | 0 | 6 | 0 | -2
CC(=O)N1CCN(C(=O)c2ccc(S(=O)(=O)Nc3ccccc3Cl)cc2)CC1 | 10 | 17 | -3 | 0 | 2 | 15 | ?

Later entries:
SMILES | LGR2 antag | PAX8 inh HTS | ARNT TACC3 PPI | CASP6 VEID inh | EWS-Fli inh | SIRT5 inh | DENV2 CPE
NC(Cc1c[nH]c2ccccc12)C(=O)NCc1ccccc1 (configuration not stated) | -3 | 2 | 12 | -1 | 14 | 1 | -1
NNc1nc2c(Cl)ccc(Cl)c2s1 | -1 | 10 | 3 | 1 | 6 | 1 | -12
Cc1ccc(-c2nnc(NCc3ccccc3)c3ccccc23)cc1 | 5 | -2 | -1 | -3 | 10 | -2 | 10
C/C=C/c1ccc2c(c1)O[C@@H](CN(C)C(=O)c1ccccn1)[C@H](C)CN([C@@H](C)CO)S2(=O)=O | -6 | . | 4 | -1 | -1 | -2 | 4
C=COCCNC(=S)N1CCOCCOCCN(C(=S)NCCOC=C)CCOCC1 | . | 6 | -5 | -3 | 2 | 2 | 1
CCOP(=O)(OCC)c1nc(Cc2ccccc2)oc1NCc1ccccc1 | 11 | 1 | 3 | 0 | -4 | -3 | 7
CN1CCN(C(=O)C[C@@H]2CC[C@H]3[C@@H](COC[C@H](O)CN3C(=O)c3ccccc3F)O2)CC1 | -24 | -5 | 11 | -2 | 1 | 4 | -2
O=C(c1cccnc1)N1CC(=O)N2[C@H](C1)[C@@H](c1ccc(/C=C/c3ccccc3)cc1)[C@@H]2CO | 9 | -20 | . | -1 | -1 | 3 | 12
O=C(Cn1cc(C(=O)C2CCCCC2)c2ccccc21)NCC1CCCO1 (configuration not stated) | -18 | 16 | -3 | -4 | 11 | 1 | -4
COc1cc(-c2nnc(SCC(=O)NC3CCS(=O)(=O)C3)o2)cc(OC)c1OC (configuration not stated) | 2 | 1 | -7 | -5 | 3 | 1 | -5
CC(NC(=O)C1CCCN1S(=O)(=O)c1ccccc1)c1ccccc1 (configuration not stated) | 2 | 27 | -13 | -1 | 6 | -3 | 0
CCOc1[nH]n(-c2ccccc2)c(=O)c1C=Nc1ccccc1 | 4 | 20 | -1 | -2 | 33 | 1 | -4
Cc1noc(C)c1S(=O)(=O)Nc1ccc2c(c1)C(=O)N([C@H](C)CO)C[C@@H](C)[C@@H](CN(C)S(C)(=O)=O)OCCCC[C@H](C)O2 | 6 | . | 0 | 1 | -15 | -5 | -5
O=C(Nc1cccc(F)c1)N1CC(=O)N2[C@H](C1)[C@H](c1ccc(Br)cc1)[C@@H]2CO | 12 | -7 | . | 4 | 26 | -4 | 5
Cc1ccc(C(C)C)cc1NC(=O)Nc1ccc([N+](=O)[O-])cc1 | 19 | 62* | . | 0 | 36 | 4 | -2
CCOC(=O)c1c(S(=O)(=O)NCC(=O)Nc2ccc(F)cc2F)c(C)n(C)c1C | 12 | -1 | -4 | -2 | . | 1 | -2

Compound activity deposited in PubChem by Broad Institute.
